Screens deposited in PubChem BioAssay by Broad Institute.
IDH1 R132H inh – inhibitors of IDH1 R132H reductase, primary screen, biochemical, plate reader, single point. Isocitrate dehydrogenase [NADP] cytoplasmic (Homo sapiens), O75874. diaphorase/resazurin fluorescence, 60 min. inhibition, % at 10 µM. 70,000 tested, 0.18% active; in the data active = inhibition above about 34%;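 note: 0% = DMSO and 100% = no enzyme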
PRC2 inh – EZH2/PRC2 methyltransferase inhibitors, primary screen, biochemical, DELFIA time-resolved fluorescence, single point; PRC2 H3K27 methylation, DELFIA TRF, 1 h; inhibition, % at 12.5 µM; 57,000 tested, 0.35% active;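 active = mean inhibition of replicates at least 50% and every single replicate also reaching 50%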;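 note: dimethyl H3K27 on biotinylated H3 21-44 peptide detected by antibody; plate controls were median neutral control wells for no effect and median positive control wells for full effect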
Target sequence (Q15910 whole entry, looked up): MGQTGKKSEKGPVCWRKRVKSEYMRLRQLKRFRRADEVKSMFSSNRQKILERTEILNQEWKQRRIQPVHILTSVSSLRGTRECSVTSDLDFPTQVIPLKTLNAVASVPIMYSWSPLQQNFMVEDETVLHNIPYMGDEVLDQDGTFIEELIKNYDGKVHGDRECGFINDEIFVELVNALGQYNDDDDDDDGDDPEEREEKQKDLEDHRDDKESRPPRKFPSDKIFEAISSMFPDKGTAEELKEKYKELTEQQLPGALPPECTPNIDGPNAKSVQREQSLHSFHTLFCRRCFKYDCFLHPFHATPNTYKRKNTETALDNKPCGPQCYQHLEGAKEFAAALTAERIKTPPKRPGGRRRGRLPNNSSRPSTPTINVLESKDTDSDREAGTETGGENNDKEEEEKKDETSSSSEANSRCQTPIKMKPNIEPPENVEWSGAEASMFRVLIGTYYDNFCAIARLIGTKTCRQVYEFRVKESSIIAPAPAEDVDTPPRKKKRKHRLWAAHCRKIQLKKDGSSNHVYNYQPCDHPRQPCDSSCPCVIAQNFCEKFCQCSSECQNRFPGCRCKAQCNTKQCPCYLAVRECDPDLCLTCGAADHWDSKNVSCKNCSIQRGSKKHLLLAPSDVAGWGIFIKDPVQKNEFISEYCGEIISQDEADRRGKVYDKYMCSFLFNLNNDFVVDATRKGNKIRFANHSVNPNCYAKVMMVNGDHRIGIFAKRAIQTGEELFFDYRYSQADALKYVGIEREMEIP
The depositor's hits bear a star; · = not tested or not shown. Some of the compounds tested; count on the stated rates, not on these rows.

The line under a structure holds: PRC2 inh	IDH1 R132H inh
1: C[C@H](O)C#Cc1ccc2c(c1)O[C@@H](CN(C)C(=O)C1CC1)[C@@H](C)CN([C@@H](C)CO)S2(=O)=O
  18.7	·
2: Cc1ccc(S(=O)(=O)N(C)C[C@@H]2Oc3c(NC(=O)NC4CCCCC4)cccc3C(=O)N([C@@H](C)CO)C[C@H]2C)cc1
  -3.7	·
3: COc1ccc(CN(C)C[C@H]2Oc3ccc(NC(=O)NC4CCCCC4)cc3CC(=O)N([C@@H](C)CO)C[C@H]2C)cc1
  3.8	·
4: CO[C@@H]1CN(C)C(=O)c2cc(NC(=O)C3CCC3)ccc2OC[C@H](C)NC[C@@H]1C
  2.6	-0.2
5: C[C@@H]1CN([C@H](C)CO)C(=O)c2cc(NS(=O)(=O)c3cccs3)ccc2O[C@@H](C)CCCCO[C@@H]1CN(C)C(=O)CCCN(C)C
  ·	-0.6
6: C[C@H](CO)N1C[C@H](C)[C@H](CN(C)Cc2ccccn2)Oc2ncc(C#CC(C)(C)O)cc2C1=O
  ·	0.0
7: O=C(CC1CC1)N[C@@H]1CC[C@@H](CCNS(=O)(=O)c2ccc(Cl)cc2)O[C@H]1CO
  19.0	0.0
8: C[C@@H]1CN([C@@H](C)CO)C(=O)Cc2cc(N(C)C)ccc2O[C@@H]1CN(C)C(=O)Nc1cccc2ccccc12
  9.5	-3.5
9: C[C@@H](NC(=O)C[C@H]1C=C[C@H](NC(=O)C2CCOCC2)[C@@H](CO)O1)c1ccccc1
  15.0	0.1
10: CCCN(C)C[C@@H]1Oc2cc(C3=CCCC3)ccc2S(=O)(=O)N([C@@H](C)CO)C[C@@H]1C
  -1.5	-2.4
11: O=C(CSc1ncn[nH]1)Nc1ccc(I)cc1
  -1.3	0.3
12: OCCCn1c(-c2ccc(Cl)cc2)cn2c3ccccc3nc12
  -1.3	-1.1
13: C[C@H](CO)N1C[C@H](C)[C@@H](CN(C)C(=O)Oc2ccccc2)OCc2cn(nn2)CCCC1=O
  ·	0.9
14: CO[C@H]1CN(C)C(=O)c2cc(NC(=O)C3CCC3)ccc2OC[C@H](C)N(C(=O)NC(C)C)C[C@@H]1C
  -5.0	0.0
15: CC(C)NC(=O)NCC[C@H]1CC[C@@H](NS(=O)(=O)c2ccc(-c3ccccc3)cc2)[C@@H](CO)O1
  -39.3	-0.2
16: C[C@@H]1CN([C@@H](C)CO)C(=O)c2cc(C#CC3CCCC3)cnc2O[C@H]1CN(C)C(=O)C1CC1
  -15.5	-0.6
17: C[C@@H]1CN([C@H](C)CO)C(=O)c2cc(NC(=O)Nc3ccccc3)ccc2O[C@@H]1CN(C)Cc1ccccc1
  -9.6	0.5
18: N#CC(Cc1ccc(O)cc1)c1ccc(O)cc1 (centres undefined)
  ·	0.1
19: C[C@H]1CN([C@@H](C)CO)C(=O)c2cc(NS(=O)(=O)c3ccc(F)cc3)ccc2O[C@@H]1CN(C)Cc1ccc(Oc2ccccc2)cc1
  ·	0.2
20: C[C@H](CO)N1C[C@H](C)[C@@H](CN(C)C(=O)NC2CCCCC2)Oc2ccc(NC(=O)Nc3ccc(C(F)(F)F)cc3)cc2C1=O
  ·	-0.5
21: CO[C@@H]1CN(C)C(=O)c2ccc(NC(=O)c3cccc(F)c3)cc2OC[C@H](C)NC[C@H]1C
  5.3	-0.2
22: C[C@@H]1CN([C@H](C)CO)S(=O)(=O)c2ccc(C#CC(C)(C)O)cc2O[C@@H]1CN(C)CC1CC1
  -6.8	0.2
23: CCCN(C)C[C@H]1Oc2cc(C#Cc3ccccc3F)ccc2S(=O)(=O)N([C@H](C)CO)C[C@H]1C
  -23.2	-1.2
24: CC(C)NC(=O)N(C)C[C@H]1Oc2ncc(C#CCc3ccccc3)cc2C(=O)N([C@@H](C)CO)C[C@H]1C
  1.9	5.3
25: COc1ccc(NC(=O)N[C@H]2CC[C@H](CCNC(=O)c3cc(Cl)cc(Cl)c3)O[C@H]2CO)cc1
  -2.2	0.1
26: C/C=C/c1cnc2c(c1)C(=O)N([C@H](C)CO)C[C@H](C)[C@@H](CN(C)C(=O)CN1CCOCC1)O2
  -1.5	-4.0
27: CC(C)NC(=O)Nc1ccc2c(c1)C(=O)N([C@@H](C)CO)C[C@H](C)[C@@H](CN(C)CC1CC1)OCCCC[C@H](C)O2
  8.0	-1.5
28: Cc1noc(C)c1NC(=O)N(C)C[C@@H]1OCCCC[C@@H](C)Oc2ccc(NC(=O)Nc3ccccc3)cc2C(=O)N([C@H](C)CO)C[C@H]1C
  ·	2.3
29: COc1ccc(CN(C)C[C@@H]2Oc3c(NC(=O)Nc4c(C)noc4C)cccc3C(=O)N([C@H](C)CO)C[C@H]2C)cc1
  4.3	2.3
30: O=C(C[C@H]1CC[C@@H](NC(=O)c2cccnc2)[C@H](CO)O1)NCCN1CCCCC1
  4.8	0.1
31: C[C@H](CO)N1C[C@H](C)[C@@H](CN(C)C(=O)CCC(F)(F)F)OCc2cnnn2CCCC1=O
  -4.0	·
32: COc1ccc(-c2nc(SCC(=O)Nc3ccc(Br)c(Cl)c3)n[nH]2)cc1
  56.8*	0.8
33: C[C@@H]1CN([C@@H](C)CO)C(=O)Cc2cc(NC(=O)Cn3cnnn3)ccc2O[C@H]1CN(C)S(=O)(=O)c1cccs1
  ·	5.1
34: O=C(C[C@H]1C=C[C@@H](NC(=O)c2ccc(F)cc2)[C@@H](CO)O1)NCCc1ccccc1
  -1.0	0.4
35: O=C(CN1CCOCC1)N[C@@H]1CC[C@@H](CCNC(=O)C2CCCC2)O[C@@H]1CO
  1.4	0.0
36: C[C@H](CO)N1C[C@H](C)[C@@H](CN(C)Cc2ccncc2)Oc2ccc(NC(=O)Cn3cnnn3)cc2C1=O
  0.0	2.8
37: Cc1ccccc1S(=O)(=O)NCC[C@H]1CC[C@@H](NS(=O)(=O)c2ccccc2C)[C@H](CO)O1
  -3.8	-0.6
38: OC(COc1ccc2c(c1)CCC2)Cn1cnc2ccccc21 (centres undefined)
  -26.9	-0.2
39: CCC(=O)N(C)C[C@@H]1Oc2cc(-c3ccc(C#N)cc3)ccc2S(=O)(=O)N([C@H](C)CO)C[C@H]1C
  -0.2	0.6
40: Cc1ccc(S(=O)(=O)N(C(=O)C2CCCCC2)c2ccc3oc(=O)sc3c2)c(C)c1
  53.6*	0.1

Entries by screen from the entries so far:
PRC2 inh, compounds 11 to 14, in order: -1.3, -1.3, ·, -5.0

Part of the list above in a different format:
cpd | structure | PRC2 inh | IDH1 R132H inh
23 | CCCN(C)C[C@H]1Oc2cc(C#Cc3ccccc3F)ccc2S(=O)(=O)N([C@H](C)CO)C[C@H]1C | -23.2 | -1.2
25 | COc1ccc(NC(=O)N[C@H]2CC[C@H](CCNC(=O)c3cc(Cl)cc(Cl)c3)O[C@H]2CO)cc1 | -2.2 | 0.1

Going on with the list:
The line under a structure holds: PRC2 inh	IDH1 R132H inh
41: O=C(Cc1ccncc1)Nc1ccc2c(c1)[C@H]1C[C@@H](CC(=O)N3CCCCC3)O[C@@H](CO)[C@H]1O2
  19.5	0.1
42: COc1ccccc1S(=O)(=O)Nc1ccc2c(c1)OC[C@H](C)NC[C@@H](C)[C@@H](OC)CN(C)C2=O
  6.3	-0.2
43: C[C@H](CO)N1C[C@H](C)[C@H](CN(C)Cc2ccc(C(F)(F)F)cc2)OCc2cn(nn2)CCCC1=O
  2.5	1.7
44: CCS(=O)(=O)Nc1ccc2c(c1)C(=O)N(C)C[C@@H](OC)[C@@H](C)CN(C(=O)C1CC1)[C@H](C)CO2
  -2.9	0.1
45: CO[C@H]1CN(C)C(=O)c2ccc(NC(C)=O)cc2OC[C@@H](C)N(Cc2cncnc2)C[C@H]1C
  5.5	0.2
46: O=C(CCN1CCCCC1)NCC[C@@H]1CC[C@@H](NC(=O)C2CCOCC2)[C@H](CO)O1
  1.6	0.8
47: COc1ccc(S(=O)(=O)Nc2ccc3c(c2)C(=O)N([C@@H](C)CO)C[C@H](C)[C@@H](CN(C)CC2CCCCC2)O3)cc1
  0.4	0.5
48: C[C@@H]1CN([C@@H](C)CO)C(=O)c2cccc(NC(=O)C3CCCCC3)c2O[C@H]1CN(C)Cc1ccc(C(=O)O)cc1
  ·	6.3
49: Cc1ccc(-c2csc3nnc(SCc4csc(C)n4)n23)cc1
  2.8	0.0
50: C[C@@H]1CN([C@@H](C)CO)C(=O)c2cc(NC(=O)NC3CCCCC3)ccc2O[C@H]1CN(C)Cc1ccc(C(=O)Nc2ccccc2N)cc1
  -23.4	0.8
51: CO[C@H]1CN(C)C(=O)c2cc(NS(=O)(=O)c3ccc(C)cc3)ccc2OC[C@H](C)N(C(=O)NC(C)C)C[C@@H]1C
  4.2	-0.6
52: C[C@H](CO)N1C[C@H](C)[C@H](CN(C)Cc2ccc(C(=O)Nc3ccccc3N)cc2)Oc2ccc(NS(=O)(=O)c3cn(C)cn3)cc2C1=O
  -12.8	0.0
53: C[C@H]1CN([C@@H](C)CO)S(=O)(=O)c2ccc(Br)cc2O[C@@H]1CN(C)C(=O)C1CCCCC1
  -1.4	·
54: O=C(C[C@@H]1C=C[C@H](NC(=O)C2CCC2)[C@@H](CO)O1)NC1CCC1
  -9.5	-0.6
55: C/C=C/C=C/C(=O)O[C@@H]1C=C(CO)[C@](O)(CO)[C@@]2(C)CCCC(C)(C)[C@H]12
  ·	0.0
56: O=C(C[C@H]1C=C[C@H](NC(=O)NC2CCCC2)[C@@H](CO)O1)NCc1ccc(F)cc1
  6.4	0.4
57: COCC(=O)Nc1ccc2c(c1)OC[C@H](C)N(Cc1ccccc1)C[C@H](C)[C@@H](OC)CN(C)C2=O
  -8.9	-0.2
58: O=C(C[C@H]1CC[C@@H](NC(=O)NC2CCCC2)[C@@H](CO)O1)NCc1ccc(F)cc1
  2.8	0.2
59: C[C@H](CO)N1C[C@H](C)[C@@H](CN(C)Cc2ccc(Cl)c(Cl)c2)Oc2ccc(NS(=O)(=O)c3cccs3)cc2C1=O
  16.1	1.6
60: C[C@H](CO)N1C[C@H](C)[C@@H](CN(C)Cc2ccccc2)Oc2c(NC(=O)C3CCOCC3)cccc2C1=O
  6.2	2.2

Exported bar-delimited: entries from further up.
nr | mol | PRC2 inh | IDH1 R132H inh
54 | O=C(C[C@@H]1C=C[C@H](NC(=O)C2CCC2)[C@@H](CO)O1)NC1CCC1 | -9.5 | -0.6
50 | C[C@@H]1CN([C@@H](C)CO)C(=O)c2cc(NC(=O)NC3CCCCC3)ccc2O[C@H]1CN(C)Cc1ccc(C(=O)Nc2ccccc2N)cc1 | -23.4 | 0.8

Next part
The line under a structure holds: PRC2 inh	IDH1 R132H inh
61: C[C@@H]1CN([C@@H](C)CO)C(=O)c2cc(N(C)C)ccc2O[C@@H](C)CCCCO[C@H]1CN(C)C(=O)Cc1ccccc1
  -5.7	·
62: CCCN1C[C@H](C)[C@@H](OC)CN(C)C(=O)c2ccc(NC(=O)Nc3ccccc3F)cc2OC[C@H]1C
  -23.2	0.2
63: CC(C)C#Cc1cnc2c(c1)C(=O)N([C@H](C)CO)C[C@H](C)[C@H](CN(C)Cc1cccc(F)c1)O2
  ·	-0.8
64: C[C@H](CO)N1C[C@H](C)[C@H](CN(C)Cc2ccncc2)Oc2ncc(-c3cccc(C#N)c3)cc2C1=O
  ·	3.0
65: O=C(O)C[C@H]1CC[C@H](NC(=O)Nc2cc(F)ccc2F)[C@H](CO)O1
  5.6	0.5
66: C[C@H]1CN([C@@H](C)CO)S(=O)(=O)c2ccc(C#Cc3ccc(F)cc3)cc2O[C@H]1CN(C)C
  -16.1	0.0
67: C[C@H](CO)N1C[C@H](C)[C@H](CN(C)C(=O)c2cccc(F)c2)Oc2ncc(C#CCN(C)C)cc2C1=O
  ·	0.2
68: CCCC#Cc1ccc2c(c1)O[C@H](CN(C)C(=O)Nc1ccc(OC)cc1)[C@H](C)CN([C@H](C)CO)S2(=O)=O
  -4.2	-3.1
69: C[C@@H]1CN([C@H](C)CO)S(=O)(=O)c2ccc(C#CC3CC3)cc2O[C@@H]1CN(C)C(=O)Cc1ccncc1
  -66.7	·
70: CCOc1ccc(S(=O)(=O)NCc2ccco2)c(C)c1C
  3.7	-0.3
71: O=C(CN1CCN(S(=O)(=O)c2ccc3ccccc3c2)CC1)Nc1ccc(Br)cc1
  -7.4	0.2
72: CO[C@@H]1CN(C)C(=O)c2cc(NS(=O)(=O)c3ccccc3C)ccc2OC[C@@H](C)N(C)C[C@@H]1C
  0.1	0.1
73: CS(=O)(=O)Nc1ccc2c(c1)[C@H]1C[C@@H](CC(=O)NCCc3ccccc3)O[C@H](CO)[C@H]1O2
  2.9	-0.2
74: COc1ccc(S(=O)(=O)N(C)C[C@H]2Oc3ccc(NC(=O)Nc4cccc5ccccc45)cc3C(=O)N([C@@H](C)CO)C[C@H]2C)cc1
  ·	-0.2
75: C[C@@H]1CN([C@H](C)CO)C(=O)c2c(c3ccccc3n2C)-c2ccccc2CO[C@H]1CN(C)S(=O)(=O)c1ccc(Cl)cc1
  -35.7	-2.4
76: C[C@@H]1CCCCO[C@@H](CN(C)CC2CCCCC2)[C@@H](C)CN([C@H](C)CO)C(=O)c2cc(N(C)C)ccc2O1
  ·	-3.9
77: C[C@H](CO)N1C[C@H](C)[C@H](CN(C)Cc2ccccc2)Oc2ccc(NC(=O)C3CC3)cc2C1=O
  -8.8	-0.9
78: CC(C)c1cn(CC[C@H]2CC[C@H](NC(=O)C3CCCCC3)[C@H](CO)O2)nn1
  5.6	-0.5
79: C[C@H]1CN([C@@H](C)CO)S(=O)(=O)c2ccc(C3=CCCCC3)cc2O[C@@H]1CN(C)S(=O)(=O)c1cn(C)cn1
  -1.0	-1.0
80: CO[C@@H]1CN(C)C(=O)c2cc(NC(=O)C3CC3)ccc2OC[C@@H](C)N(C(=O)c2ccccc2F)C[C@@H]1C
  5.0	0.1
81: C[C@H]1CN([C@@H](C)CO)C(=O)Cc2cc(NC(=O)Cn3cnnn3)ccc2O[C@@H]1CN(C)C(=O)Nc1ccc2c(c1)OCO2
  ·	0.1
82: C[C@@H]1CN([C@@H](C)CO)C(=O)c2cc(NC(=O)C3CC3)ccc2O[C@@H]1CN(C)C
  1.5	1.0
